Jurkat NFkB inh: inhibitors of the PMA/ionomycin-induced NF-kB reporter in Jurkat cells; PMA/ionomycin-induced NF-kB luciferase reporter, luminescence; inhibition, % at 4 µM; 0.53% of 330,000 active; AID 435003; in the data active means inhibition above about 50%
APJ antag: blocks the human apelin receptor APJ | 0.32% of 330,000 active | P35414 | CHO-K1 APJ beta-arrestin complementation, luminescence | inhibition, % at 20 µM;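 active means inhibition above about 40% at 20 µM, limit read from the data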;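 further: cells challenged with 10 nM apelin-13 agonist together with compound; plate controls were apelin-13 plus DMSO wells for no effect and DMSO wells lacking apelin-13 for full effect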
APJ ag: activates the human apelin receptor APJ | P35414 | CHO-K1 APJ PathHunter beta-arrestin, luminescence; 0% DMSO wells, 100% apelin | activation, % at 20 µM | 0.11% of 330,000 active | AID 2520;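 active means activation more than six SD over the plate average, tested at 20 µM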;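 further: 0% = DMSO alone and 100% = apelin-13 at 10 nM; some results filed as inactive read as strong as hits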
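assay system = CHO-K1 APJ beta-arrestin complementation cell line | input = cell density 1000 per well | dosing = compound 20 µM once, DMSO 1% | timing = compound 90 min 25 °C, reagent 1 h | measured by = luminescence from split beta-galactosidase complementation, Galacton Star/Emerald II substrate | read-out basis = APJ agonist activity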
697 NFkB inh: inhibitors of the PMA/ionomycin-induced NF-kB reporter in 697 B cells. 697 B-cell NF-kB luciferase reporter, 16 h. AID 435022. inhibition, % at 4 µM. 0.33% of 330,000 active; in the data active means inhibition above about 35%
tim23-1 inh: inhibits growth of tim23-1 mutant yeast; inhibition, % at 20 µM; 1.3% of 330,000 active; S. cerevisiae tim23-1 growth, BacTiter-Glo luminescence, 24 h;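 active means growth inhibition of the mutant yeast at or above 50%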;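 further: temperature-sensitive mutant grown at 25 °C; plate controls were DMSO-treated mutant yeast for no effect and medium wells lacking yeast for full effect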
Mdm2 MdmX PPI: human Mdm2/MdmX binding inhibition; O15151+Q00987; SaOS-2 split-luciferase Mdm2/MdmX complementation, luminescence; inhibition, % at 8 µM; 3% of 330,000 active;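 active means inhibition of at least 50% at 8 µM in the primary screen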
Target sequence (O15151 whole entry, looked up): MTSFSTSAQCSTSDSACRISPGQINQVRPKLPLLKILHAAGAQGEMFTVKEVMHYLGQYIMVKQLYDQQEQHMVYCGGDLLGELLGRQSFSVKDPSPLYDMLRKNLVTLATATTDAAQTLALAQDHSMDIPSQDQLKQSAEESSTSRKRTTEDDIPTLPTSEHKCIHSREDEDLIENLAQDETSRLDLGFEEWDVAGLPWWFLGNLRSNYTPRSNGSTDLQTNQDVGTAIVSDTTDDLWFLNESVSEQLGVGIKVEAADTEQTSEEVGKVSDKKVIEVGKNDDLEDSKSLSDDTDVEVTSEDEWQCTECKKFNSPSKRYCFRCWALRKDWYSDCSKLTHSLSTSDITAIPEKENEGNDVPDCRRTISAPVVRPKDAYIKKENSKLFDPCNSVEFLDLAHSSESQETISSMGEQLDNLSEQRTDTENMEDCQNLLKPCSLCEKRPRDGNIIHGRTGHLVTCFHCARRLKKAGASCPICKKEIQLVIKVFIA
Target sequence (Q00987 whole entry, looked up): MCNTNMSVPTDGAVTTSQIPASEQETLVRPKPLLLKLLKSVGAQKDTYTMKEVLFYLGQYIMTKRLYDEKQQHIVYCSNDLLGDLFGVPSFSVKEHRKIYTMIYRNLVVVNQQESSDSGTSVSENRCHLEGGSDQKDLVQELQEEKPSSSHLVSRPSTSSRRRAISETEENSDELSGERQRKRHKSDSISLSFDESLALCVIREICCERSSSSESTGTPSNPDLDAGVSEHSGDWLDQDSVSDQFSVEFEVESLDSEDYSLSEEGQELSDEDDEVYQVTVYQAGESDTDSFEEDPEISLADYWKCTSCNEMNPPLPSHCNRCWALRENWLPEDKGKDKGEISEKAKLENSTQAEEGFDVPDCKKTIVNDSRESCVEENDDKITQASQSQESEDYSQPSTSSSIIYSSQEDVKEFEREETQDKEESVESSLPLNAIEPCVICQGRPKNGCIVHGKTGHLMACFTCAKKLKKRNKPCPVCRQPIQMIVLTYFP
XBP1 UPR activ: activators of adaptive arm of unfolded protein response (XBP1) | CHO-XBP1 luciferase reporter, IRE1-XBP1 UPR activation, luminescence; percent of tunicamycin response, DMSO as zero | activation, % at 20 µM | 0.33% of 330,000 active;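 active means versus positive control, 20 µM dose yields 30% or more activation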;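 further: 100% = tunicamycin at 10 µg/mL and 0% = DMSO only wells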
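assay system = CHO-XBP1 luciferase reporter cells | amount = 1000 cells/well | buffer or medium = F12 plus 10% FBS | compound dosing = single point, 20 µM final compound, 1% DMSO | incubation = 16-18 h cell attachment at 37 °C, then 6 h compound exposure | detection = Steady-Glo luminescence read | controls = tunicamycin 10 µg/mL and vehicle-only wells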
UPR CHOP act: apoptotic UPR (CHOP) activation. 0.34% of 330,000 active. AID 449763. activation, % at 10 µM. CHO-CHOP luciferase reporter, luminescence; percent of tunicamycin response over DMSO baseline;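 active means at 10 µM dose, activation of 40% or more, normalized to positive control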;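 further: 100% = tunicamycin at 10 µg/mL and 0% = DMSO alone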
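Dosing – one dose, 10 µM in 0.5% DMSO · System – CHO-CHOP cells, stable luciferase reporter of PERK-eIF2a-CHOP signalling · Input – 500 cells/well · Control set – tunicamycin 10 µg/mL final as positive, DMSO-only wells as negative · Timing – 6 h compound treatment, 37 °C · Measure – % activation vs tunicamycin · Technique – luminescence read with Steady-Glo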
The depositor's hits bear a star. Some of the compounds tested, so the mix of outcomes need not match the whole.

Fields – Jurkat NFkB inh	APJ antag	APJ ag	697 NFkB inh	tim23-1 inh	Mdm2 MdmX PPI	XBP1 UPR activ	UPR CHOP act
COC(=O)C1=C(c2cccc(OCc3ccccc3)c2)C[C@@H]2CC[C@H]1N2C(=O)NCc1ccc(Cl)cc1
 : 15	14	-4	10	22	7	-2	2.7
CCOP(=O)(C#Cc1ccccc1)C(O)c1ccc(Br)cc1 (configuration not stated)
 : 12	-2	-4	5	19	-20	-2	0.8
Cc1ccc(S(=O)(=O)N2CCCC2c2cccnc2)cc1 (configuration not stated)
 : -6	14	-7	-3	13	10	2	-1.7
CCC(=O)Nc1ccccc1
 : 4	11	-4	11	12	0	-2	-0.2
CCCCCCOc1ccc(CN2CCN(CCO)CC2)cc1
 : -92	9	0	-119	-7	6	-2	1.8
CCC(=O)c1cn(Cc2ccc(C#N)cc2)c2ccccc12
 : -13	6	-5	-13	13	-38	1	-0.1
CCN(CC)P(=O)(Oc1cccc(C)c1)N(CC)CC
 : 4	16	-6	-1	20	7	3	0.0
COc1ccc(CCNC(C)CCc2ccc(OC)cc2)cc1 (configuration not stated)
 : -6	-20	-6	15	-25	-5	-3	-0.8
O=C(c1ccc(Cl)cc1)C1CCCN(Cc2cccc3cnccc23)C1 (configuration not stated)
 : 14	-27	-2	-42	28	19	-1	-2.3
O=c1[nH]c(=S)n(C2CC2)c(O)c1C=NCc1ccc(F)cc1
 : 7	13	-1	16	2	21	1	0.8
CCn1c(O)c(C=NCc2ccccc2)c(=O)[nH]c1=S
 : 6	0	-1	12	-14	24	2	-0.7
CC(C)NC(=O)Cn1cc(C(=O)c2ccccc2)c2ccccc21
 : -7	16	2	-12	3	0	-6	-2.0
CC(C)(C)n1cccc1/C=C1\C(=O)NC(=O)N(c2ccccc2)C1=O
 : 11	-5	2	-6	13	0	1	1.2
CCC(=Nc1ccc(OC)cc1OC)c1c(O)n(C2CCCCC2)c(=O)[nH]c1=O
 : 1	-13	0	-7	47	4	-1	0.9
COC(=O)C1=C(c2ccc(C(C)=O)cc2)C[C@@H]2CC[C@H]1N2C(=O)N1CCCCC1
 : 1	4	-4	-5	22	10	-3	-0.1
COc1ccc2[nH]cc(CCN)c2c1
 : -3	-61	1	22	-12	14	2	-0.4
Nc1ccc2c(c1)oc1ccccc12
 : -68	4	-3	-44	16	-15	2	2.5
COc1cc([C@@H]2c3cc4c(cc3[C@@H](OC)[C@H]3COC(=O)[C@H]23)OCO4)cc(OC)c1O
 : 57*	-42	-1	-68	8	36	8	0.4
O=C(N/N=C/c1c(O)n(CCc2ccc(F)cc2)c(=O)[nH]c1=O)c1ccncc1
 : 3	15	-5	-13	7	23	-2	0.2
O=C(CSC1c2ccccc2-c2ccccc21)N/N=C/c1ccccc1C(=O)O
 : 21	2	-3	7	3	10	-1	1.4
CCOc1ccc(CC2(CCc3ccncc3)C(=O)NC(=O)NC2=O)cc1
 : 14	-11	2	16	11	5	-1	2.7
FC(F)(F)c1ccccc1CNCCc1c[nH]c2ccccc12
 : -3	10	-3	1	35	21	2	3.2
C[C@]12C[C@@H](O)[C@H](O)CC1=CCC1C2CC[C@@]2(C)C1CC[C@@H]2O (some centres not stated)
 : 9	-2	-2	9	6	6	-2	0.2
Nc1c(C(=O)NCc2ccco2)c2nc3ccccc3nc2n1CCN1CCCCC1
 : 9	17	-3	-7	16	43	-3	-2.2
CNC(=O)N(C)c1nnc(C(C)(C)C)s1
 : -8	-25	-4	7	21	-30	-1	1.4
O=c1[nH]c(=O)n(-c2cccc3ccccc23)c(O)c1/C=N/N1CCCCC1c1cccnc1 (configuration not stated)
 : -1	-1	-3	8	17	2	-5	4.6
COc1ccc(N2C(=O)/C(=C/c3cccs3)C(=O)NC2=S)cc1
 : 7	9	-1	25	30	0	-7	462*
COC(=O)C1=C(c2ccccc2OCc2ccccc2)C[C@@H]2CC[C@H]1N2C(=O)NCCN1CCOCC1
 : -4	5	-4	-6	6	-22	-1	1.3
COC(=O)C1=C(c2ccc(OC(F)(F)F)cc2)C[C@@H]2CC[C@H]1N2C(=O)N1CCCC1
 : 5	-11	-2	-27	36	22	-3	0.5
COc1ccc2c3c1O[C@H]1C(=O)CC[C@H]4[C@@H](C2)N(C)CC[C@]314
 : -7	8	-1	30	-6	0	0	1.6

Part of the list above, in markdown:
| Molecule | Jurkat NFkB inh | APJ antag | APJ ag | 697 NFkB inh | tim23-1 inh | Mdm2 MdmX PPI | XBP1 UPR activ | UPR CHOP act |
| --- | --- | --- | --- | --- | --- | --- | --- | --- |
| Nc1ccc2c(c1)oc1ccccc12 | -68 | 4 | -3 | -44 | 16 | -15 | 2 | 2.5 |
| COc1cc([C@@H]2c3cc4c(cc3[C@@H](OC)[C@H]3COC(=O)[C@H]23)OCO4)cc(OC)c1O | 57* | -42 | -1 | -68 | 8 | 36 | 8 | 0.4 |
| O=C(N/N=C/c1c(O)n(CCc2ccc(F)cc2)c(=O)[nH]c1=O)c1ccncc1 | 3 | 15 | -5 | -13 | 7 | 23 | -2 | 0.2 |
| O=C(CSC1c2ccccc2-c2ccccc21)N/N=C/c1ccccc1C(=O)O | 21 | 2 | -3 | 7 | 3 | 10 | -1 | 1.4 |
| CCOc1ccc(CC2(CCc3ccncc3)C(=O)NC(=O)NC2=O)cc1 | 14 | -11 | 2 | 16 | 11 | 5 | -1 | 2.7 |
| FC(F)(F)c1ccccc1CNCCc1c[nH]c2ccccc12 | -3 | 10 | -3 | 1 | 35 | 21 | 2 | 3.2 |
| C[C@]12C[C@@H](O)[C@H](O)CC1=CCC1C2CC[C@@]2(C)C1CC[C@@H]2O (some centres not stated) | 9 | -2 | -2 | 9 | 6 | 6 | -2 | 0.2 |
| Nc1c(C(=O)NCc2ccco2)c2nc3ccccc3nc2n1CCN1CCCCC1 | 9 | 17 | -3 | -7 | 16 | 43 | -3 | -2.2 |
| CNC(=O)N(C)c1nnc(C(C)(C)C)s1 | -8 | -25 | -4 | 7 | 21 | -30 | -1 | 1.4 |
| O=c1[nH]c(=O)n(-c2cccc3ccccc23)c(O)c1/C=N/N1CCCCC1c1cccnc1 (configuration not stated) | -1 | -1 | -3 | 8 | 17 | 2 | -5 | 4.6 |
| COc1ccc(N2C(=O)/C(=C/c3cccs3)C(=O)NC2=S)cc1 | 7 | 9 | -1 | 25 | 30 | 0 | -7 | 462* |
| COC(=O)C1=C(c2ccccc2OCc2ccccc2)C[C@@H]2CC[C@H]1N2C(=O)NCCN1CCOCC1 | -4 | 5 | -4 | -6 | 6 | -22 | -1 | 1.3 |
| COC(=O)C1=C(c2ccc(OC(F)(F)F)cc2)C[C@@H]2CC[C@H]1N2C(=O)N1CCCC1 | 5 | -11 | -2 | -27 | 36 | 22 | -3 | 0.5 |
| COc1ccc2c3c1O[C@H]1C(=O)CC[C@H]4[C@@H](C2)N(C)CC[C@]314 | -7 | 8 | -1 | 30 | -6 | 0 | 0 | 1.6 |

Next part:
Fields – Jurkat NFkB inh	APJ antag	APJ ag	697 NFkB inh	tim23-1 inh	Mdm2 MdmX PPI	XBP1 UPR activ	UPR CHOP act
O=C(Nc1ccccc1)c1cc([N+](=O)[O-])ccc1N1CCNCC1
 : -8	9	-5	0	0	27	-2	-1.3
O=C1NC(=O)C(=Cc2ccc(-c3ccc(S(=O)(=O)N4CCOCC4)cc3)o2)C(=O)N1
 : 25	-8	9	20	-13	14	1	-1.6
COC(=O)C1=C(c2c(C)noc2C)C[C@@H]2CC[C@H]1N2C(=O)NCC1CC1
 : -9	4	-4	7	1	16	-1	-0.5
Cc1ccccc1N
 : 2	-2	-4	14	3	16	1	2.2
CCC(=NC1CC1)c1c(O)n(-c2ccc(OC)cc2)c(=O)[nH]c1=O
 : -19	2	-1	3	8	0	-4	-2.4
CCN(CC)c1ccccc1
 : -13	2	-2	-17	11	-9	-1	1.3
Cc1cc(N2C(=O)C3CCCN3C2c2sccc2C)no1 (configuration not stated)
 : 16	15	3	4	9	-11	5	0.3
CN1CCN(c2c(F)cc([N+](=O)[O-])c(N)c2Br)CC1
 : 5	21	-2	-7	3	-17	0	1.3
CCOc1ccc(-n2c(CC)nc3ccccc3c2=O)cc1
 : -3	5	-4	9	12	17	3	0.4
COCCCn1c(N)c(C(=O)NCc2ccco2)c2nc3ccccc3nc21
 : -6	4	-6	3	8	1	-6	1.7
Cc1cc(OCC(=O)NCC(O)c2ccccc2)c2c3c(c(=O)oc2c1)CCCC3 (configuration not stated)
 : -4	4	-5	29	12	-17	-7	0.9
CC(=O)O[C@H]1C(=O)[C@@]2(C)C([C@H](OC(=O)c3ccccc3)[C@]3(O)C[C@H](O)C(C)=C1C3(C)C)[C@]1(OC(C)=O)CO[C@@H]1C[C@H]2O (some centres not stated)
 : 23	0	-3	11	7	30	-5	1.9
O=C(/C=C/c1ccc(F)cc1)NC(=S)N1C[C@H]2C[C@H](C1)c1cccc(=O)n1C2
 : -3	-35	-1	15	-12	4	-2	-0.4
CCCCn1c(O)c(C(CC)=NCCCn2ccnc2)c(=O)[nH]c1=O
 : -16	-2	0	-14	3	-10	1	-1.5
CCCNC(=O)N1CCC2(CC1)OCCO2
 : -7	3	-1	2	-2	12	0	1.7
CNC(=S)N1CCN(CCN=Cc2c(O)n(-c3ccc(C)cc3)c(=S)[nH]c2=O)CC1
 : -1	19	-3	11	-5	0	-4	1.1
Cc1c2cnn(CC(=O)N3CCC4(CC3)OCCO4)c(=O)c2c(C)n1Cc1ccc(F)cc1
 : -1	-1	-1	-10	6	4	-1	-1.0
CCCCn1c(N)c(C(=O)OCCOC)c2nc3ccccc3nc21
 : 7	31	-9	12	8	3	1	0.2
Cc1ccc(S(=O)(=O)CC(C)(O)C(=O)Nc2cccc(C(F)(F)F)c2)cc1 (configuration not stated)
 : -2	2	-5	-9	13	21	-2	0.5
CC(Cc1ccccc1)NC(=O)Cc1ccc([N+](=O)[O-])cc1 (configuration not stated)
 : -12	13	-2	-36	5	-21	-2	0.8
COC12CCC3(CC1C(C)(O)C(C)(C)C)[C@H]1Cc4ccc(O)c5c4[C@@]3(CCN1CC1CC1)C2O5 (some centres not stated)
 : 0	1	1	-5	-5	1	-3	1.1
CC(=O)N(C1=NCCCS1)c1ccccc1F
 : -2	-5	-3	11	13	14	-2	-1.7
COc1cc(C2SCC(=O)Nc3c2c(=O)[nH]n3C2CCCCCC2)cc(OC)c1OC (configuration not stated)
 : -3	18	-6	20	10	21	0	-1.8
C=CCn1c(O)c(/C=N/N2CCOCC2)c(=O)[nH]c1=S
 : 7	10	-3	4	5	-3	-4	-0.7
CC(=O)c1cccc(OCC(O)CN2CC=C(c3ccccc3)CC2)c1 (configuration not stated)
 : 3	1	-4	18	6	-6	-1	0.2
FC(F)(F)c1ccccc1N1CC1c1ccncc1 (configuration not stated)
 : -10	-10	0	-30	8	-3	-2	-1.8
Cc1ccccc1-n1c(O)c(/C=N/Nc2nc3c(c(=O)n(C)c(=O)n3C)n2C)c(=O)[nH]c1=S
 : -7	10	12	18	14	7	-2	-1.1
COc1ccc(CCN)cc1OC
 : -5	-12	-1	8	-15	16	-2	0.7
Cc1ccc(C2=NC(C)(C)N3C2C3c2ccc([N+](=O)[O-])cc2)cc1 (configuration not stated)
 : 13	-1	-2	4	11	-9	-1	-0.4
Cc1nn(Cc2ccccc2)c(C)c1C(=O)OCC(=O)Nc1ccccc1SCC#N
 : 3	-2	1	13	25	-1	-2	-1.4
